# Assay outcomes: PubChem BioAssay, Broad Institute
# PGC1a acetyl inh: inhibitors of PGC1a acetylation signal, primary screen, cell-based, U2OS, AlphaScreen, inhibitor mode; 350,000 tested, 0.17% active; AlphaScreen anti-acetyl-lysine; with virally co-expressed GCN5 acetyltransferase; inhibition, % at 15.6 µM; AID 651687, 2012;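 active = every replicate shows inhibition of at least 40%; inconclusive = mean inhibition at least 40% but some replicate below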;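 also: 0% = neutral control wells and 100% = positive control wells; some results beyond the cut were filed as inactive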
# PAX8 reporter: inhibitors of PAX8-driven TPO luciferase reporter, primary screen, RMG-I cells, single concentration | SteadyGlo, 24 h | inhibition, % at 12.6 µM | 360,000 tested, 1.2% active | AID 652154, 2013;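 active = mean replicate inhibition at least 60% with every replicate also reaching 60%; inconclusive = only one of the two criteria is met; inactive = mean below 60% and not all replicates reaching 60%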;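 also: luciferase light reporting Pax8 driven TPO promoter activity; plate controls were median of neutral control wells for no effect and mitoxantrone controls for full effect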
# FN deposit inh: inhibitors of fibronectin matrix deposition, primary screen, AH1F cells, Alexa488-fibronectin fluorescence, plate reader. inhibition, % at 12.6 µM. AH1F fibroblasts, overnight. AID 743247, 2014. 350,000 tested, 0.086% active;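 active = mean inhibition across replicates of 30% or more, regardless of how many single replicates reach that level; inconclusive = mean under 30% yet at least half of replicates reach 30%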;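 also: positive control wells lacked labelled fibronectin entirely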
#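 Assay system: AH1F fibroblasts / Quantity: 10000 cells per well / Medium: DMEM plus 2% serum, read in PBS / Reagent: labelled fibronectin 24 nM / Dosing: single dose, pinned / Times: 1 h cell attachment, overnight exposure to compound and label / Signal: fluorescence, ex 485 nm, em 525 nm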
# EWS-Fli block: EWS/Fli-driven NR0B1 reporter inhibitors, primary screen, A673 cells, NR0B1 luciferase, luminescence, MLPCN library. AID 651661, 2012. 350,000 tested, 0.67% active. viability-normalised. inhibition, % at 12.6 µM;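 active = mean inhibition of at least 50% after viability correction, with every replicate also passing that limit; inconclusive = mean reaches 50% but only one of two replicates passes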;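 also: firefly luciferase signal divided by Alamar Blue viability fluorescence both relative to DMSO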
# LGR2 inh: inhibitors of bursicon-induced LGR2 CRE-luciferase signal, primary screen, cell-based, HEK293, CRE-luciferase reporter, bursicon stimulation. Drosophila bursicon receptor LGR2 (rickets). bursicon-stimulated, 4 h. inhibition, % at 9.99 µM. 380,000 tested, 0.35% active. AID 720647, 2013;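 active = drop in luminescence signal, shown as inhibition above about 50% in the replicate tests, limit read from the data, passing the limit was not always enough; inconclusive = probably only some replicates passing the limit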;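 also: agonist challenge used bursicon conditioned medium at about half maximal strength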
# miR-122 sensor: miR-122 Renilla sensor signal increase in Huh7, primary screen, miR-122 inhibitor project, cell-based, single point, plate reader; Huh7 miR-122 Renilla luciferase sensor, 48 h; neutral wells = 0, positive control = 100; AID 602342, 2012; activation (reporter increase), % at 12.5 µM; 340,000 tested, 0.3% active;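 active = mean replicate activation score at least 90 and every replicate individually at or above 90; inconclusive = only one of the two criteria met; inactive = neither criterion met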;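 also: higher luciferase means less miR-122 activity so hits act as miR-122 inhibitors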
# Cneo AK release: Cryptococcus neoformans cell lysis inducers, primary screen, AK release luminescence, single concentration; lysis activity, % at 15 µM; AID 651654, 2012; 360,000 tested, 0.2% active; C. neoformans lysis, adenylate kinase release luminescence, 4 h; normalised: neutral wells 0, clomiphene wells 100;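 active = mean lysis activity across replicates of at least 80%, whatever share of replicates individually reach that level; inactive = mean lysis activity below 80%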
#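 Material – Cryptococcus neoformans yeast cells · Quantity – 5 × 10^6 yeast cells/mL · Buffer or medium – YPD medium · Compound – single dose · Timing – 4 h static compound exposure, 37 °C, read 1 h post-reagent · Signal – adenylate kinase release luminescence · Read-out basis – lysis from increased AK signal · Benchmarks – Clomiphene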
# Casp6 inh: human caspase-6 inhibitors, primary screen, biochemical, VEID-R110 fluorescence, single point, set 2. P55212. purified caspase-6, Z-VEID-R110 cleavage fluorescence. inhibition, % at 12.5 µM. 350,000 tested, 0.53% active. AID 686996, 2013;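 active = mean inhibition across replicates at least about 35%, with every replicate also reaching that limit, limit read from the data; inconclusive = only one of the two criteria met; inactive = neither criterion met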;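 also: 0% = median of neutral control wells and 100% = no fluorescence left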
# Target sequence (P55212 24-179 limits assumed): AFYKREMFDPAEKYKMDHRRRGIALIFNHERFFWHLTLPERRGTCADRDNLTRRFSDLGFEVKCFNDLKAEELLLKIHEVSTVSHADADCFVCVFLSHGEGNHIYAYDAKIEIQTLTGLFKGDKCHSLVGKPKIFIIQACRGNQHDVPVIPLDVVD
# Target sequence (P55212 194-293 limits assumed): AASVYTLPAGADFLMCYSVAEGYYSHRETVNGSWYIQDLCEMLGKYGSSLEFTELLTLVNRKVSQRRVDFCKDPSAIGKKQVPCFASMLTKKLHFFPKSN
# Numbers without * were called inactive; u = inconclusive; x = not tested or not shown; & = joins results of further samples; [ ] = dose if it differs, or a comment. Random draw from the library; about 2.5% have a hit in one of these screens.
SMILES,PGC1a acetyl inh,PAX8 reporter,FN deposit inh,EWS-Fli block,LGR2 inh,miR-122 sensor,Cneo AK release,Casp6 inh
O=C(Cn1cnc2c(NCc3ccccc3)ncnc21)NCCN1CCOCC1,-7.7,-6.3,-0.1,-11.4,-5.6,-0.5,0.0,0.9
O=C(C1CC1)N1CCCCN2[C@H](C1)[C@@H](c1ccc(-c3cccc(F)c3)cc1)[C@@H]2CO,-2.3,4.8,x,-11.8,4.4,-25.0[16.7 µM],-2.5,-1.7
CCSc1nnc(NC(=O)CSc2nc(CC)nc3c2c(=O)n(C)c(=O)n3C)s1,x,1.8,-2.6,-6.9,-23.4,x,1.2,-0.8
COc1ccccc1Nc1nc(-c2c(C)[nH]c3ccccc23)cs1,x,9.2,-5.5,1.8,4.6,x,x,x
CCOC(=O)c1ccc(NC(=O)C2CC(O)CN2S(=O)(=O)c2ccc(C)cc2)cc1 (configuration not stated),6.6,-6.9,2.5,2.5,-5.5,1.8,1.4,1.7
Nc1cc(OC(=O)c2cccs2)nn1S(=O)(=O)c1ccccc1,6.5,x,-0.6,x,x,-2.9,14.0,x
C[C@H](CO)N1C[C@H](C)[C@H](CN(C)Cc2ccccc2)Oc2ccc(NC(=O)Nc3ccc(C(F)(F)F)cc3)cc2CC1=O,x,23.8,x,-0.7,6.3,-5.5[16.7 µM],-1.9,0.4
O=C(NCC[C@@H]1CC[C@H](NS(=O)(=O)c2ccccc2)[C@H](CO)O1)c1ccc2c(c1)OCO2,3.3,-7.7,x,3.7,15.8,x,0.0,-0.3
CCOc1ccccc1-c1nc2c([nH]1)c(=O)n(C)c(=O)n2C,-3.4,x,-8.1,x,x,11.8,0.3,x
Cc1ccc(OCC(=O)Nc2ccc(S(=O)(=O)N3CCOCC3)cc2)c([N+](=O)[O-])n1,x,-2.6,-0.5,8.2,-14.0,x,x,2.3
CCn1nc(NC(=O)Cc2ccc(OC)cc2)c2cc3cc(C)ccc3nc21,-5.5,-9.6,12.4,7.2,-54.6,-2.3,2.3,-0.1
Cc1ccc(Nc2nc3ccccc3n3cnnc23)c(Cl)c1,11.3,-39.4,-4.4,-22.5,-8.3,-0.2,-2.8,1.1
CC(C)c1ccc(O)c(C(=O)c2cnn(-c3ccccc3)c2)c1,5.9,2.6,3.7,9.6,-6.1,10.2,4.2,-2.1
C[C@H](CO)N1C[C@H](C)[C@@H](CN(C)C(=O)c2ccncc2)Oc2ncc(C#CC3CC3)cc2C1=O,-9.9,x,x,-3.2,-4.4,-6.9[16.7 µM],x,x
CCNC(=O)C[C@H]1CC[C@@H]2[C@H](COC[C@H](O)CN2S(=O)(=O)c2ccc(Oc3ccccc3)cc2)O1,-0.3,-12.7,-5.7,1.0,6.6,6.4[16.7 µM],51.2,0.4
CN(C)C(=O)C[C@@H]1CC[C@@H]2[C@H](COC[C@@H](O)CN2C(=O)C2CCOCC2)O1,u,-13.5,0.8,-3.1,1.8,6.4[16.7 µM],2.8,-0.8
CC1=NN(c2nc(-c3ccccc3)cs2)C(=O)C1N=Nc1ccccc1 (configuration not stated),13.0,-5.7,-4.6,-9.9,-26.0,2.7,2.1,-0.9
COCCn1ccc2c(OCC(=O)Nc3cccc(NC(C)=O)c3)cccc2c1=O,x,12.2,0.7,-1.7,-28.7,-8.1,-1.5,3.4
Cc1ccccc1-n1ccnc1SCC(=O)NCC1CCCO1 (configuration not stated),x,1.3,0.0,0.0,-0.9,x,2.6,-3.5
COC(=O)c1[nH]c2ccc(C)cc2c1NC(=O)CN1CCc2cc(OC)c(OC)cc2C1,10.7,x,-7.4,x,x,-3.2,16.8&0.4,x
CN1C(=O)c2cc(NC(=O)c3ccccc3Cl)ccc2OC[C@@H]2O[C@H](CC(=O)NCC(F)(F)F)CC[C@H]21,x,-33.3,14.5,2.1,11.1,x,-0.1,2.1
CC(C)OCCCNC(=S)NNC(=O)C(c1ccccc1)c1ccccc1,0.9,10.9,x,-62.9,11.4,1.4,2.4,-0.1
O=C(Nc1ccccc1)N1CC(=O)N2[C@H](CO)[C@H](c3ccc(C#CC4CCCC4)cc3)[C@@H]2C1,6.4,x,-7.2,-5.4,18.4,x,x,0.8
O=C(CSC1=NS(=O)(=O)c2cc(Cl)ccc2N1)NCc1ccc(F)cc1,x,-0.8,0.6,6.1,-7.6,2.9,x,-2.9
CCn1nc(C(=O)Nc2ccc(S(=O)(=O)Nc3ncccn3)cc2)c2ccccc2c1=O,4.1,-3.5,-7.2,4.3,13.4,x,x,2.0
# Carrying on.
SMILES,PGC1a acetyl inh,PAX8 reporter,FN deposit inh,EWS-Fli block,LGR2 inh,miR-122 sensor,Cneo AK release,Casp6 inh
O=C(C[C@H]1CC[C@H]2[C@@H](COC[C@@H](O)CN2CC2CCOCC2)O1)N1CCOCC1,2.3,-19.0,1.7,13.6,13.7,-3.0[16.7 µM],0.7,-2.2
CC(/C=N/NC(=O)c1sc(N)nc1C)=C\c1ccccc1,x,-57.2,-0.3,-66.4,-25.6,x,x,-2.3
CCN(CC)CCCNC(=O)CNC(=S)N(CCCN1CCOCC1)Cc1cccs1,-1.2,-1.9,-2.1,5.4,1.6,x,x,0.0
C[C@@H]1CCCCO[C@@H](CN(C)C)[C@@H](C)CN([C@@H](C)CO)C(=O)c2cc(NS(=O)(=O)c3cccs3)ccc2O1,8.1,1.7,1.3,-5.5,-13.5,10.3[16.7 µM],4.1,2.4
c1ccc(-c2ncc3c(ccc4ccccc43)n2)cc1,x,-106.8,-0.2,x,80.8*,x,-7.4,x
CCOC(=O)[C@]12CCCC=C1N(Cc1cccc3ccccc13)C(=O)[C@H](CC(=O)NCc1cccs1)C2,x,17.3,2.9,-1.7,31.5,x,x,-1.4
C[C@@H]1CN([C@@H](C)CO)C(=O)c2cccc(NC(=O)C3CCCCC3)c2O[C@H]1CN(C)S(=O)(=O)c1ccccc1,-2.6,-6.9,x,0.2,-0.1,-5.5[16.7 µM],0.2,0.8
COC(=O)c1cccc(S(=O)(=O)N2CCC(NC(=O)NC34CC5CC(CC(C5)C3)C4)CC2)c1,-8.1,-20.6,-5.0,x,x,2.0,-1.8,x
CO[C@@H](CN(C)S(=O)(=O)c1ccccc1)[C@H](C)CN(Cc1ccccc1Cl)[C@H](C)CO,-27.6,x,-11.7,9.4,-8.3,x,7.1,-1.3
COc1cccc(NC(=O)N2[C@@H]3CNC[C@H]2C3c2ccc(-c3cccc(OC)c3)cc2)c1 (some centres not stated),-5.7,x,18.9&-2.2,x,-24.7&-10.4,x,x,1.9&-0.9
OC1c2cc(Br)ccc2N=C2CCCCCN21 (configuration not stated),x,70.1*,x,-27.1,-33.9,0.2,-2.3,-1.5
CCOC(=O)C1CCN(c2c(NCCN3CCN(c4ccccc4)CC3)c(=O)c2=O)CC1,1.0,8.4,0.2,-4.7,-6.1,-3.8,-0.5,-3.4
O=C(CNS(=O)(=O)c1ccc(Cl)cc1)NC1CCCCC1,x,-14.6,-1.8,5.7,-7.0,x,-2.4,-0.7
COC(=O)c1[nH]c2cccc(Cl)c2c1NC(=O)CN1CCCCC1C (configuration not stated),-2.5,x,-2.1,x,x,0.7,1.9,x
C[C@@H]1CN([C@@H](C)CO)S(=O)(=O)c2ccc(C#CC3(O)CCCC3)cc2O[C@H]1CN(C)C(=O)c1cccnc1,-3.1,3.1,x,-1.3,-18.1,6.5[16.7 µM],-1.8,-1.0
COc1ccc(NC(=O)N(C)C[C@@H]2Oc3ccc(NS(=O)(=O)c4ccccc4)cc3C(=O)N([C@@H](C)CO)C[C@H]2C)cc1,-2.4,x,x,-6.6,-7.7,5.4[16.7 µM],1.4,0.5
C[C@@H](C(=O)N(C)C[C@@H]1OCc2ccccc2-c2c(n(C)c3ccccc23)C(=O)N([C@@H](C)CO)C[C@@H]1C)c1ccccc1,3.4,-7.8,-18.3,0.3,6.2,x,x,1.0
CC1=C(C(=O)N2CCOCC2)CC(CC(=O)NCc2cccc3ccccc23)C(=O)N1Cc1ccc(F)cc1 (configuration not stated),-6.4,-7.2,3.4,3.5,-3.6,2.9,-1.2,-2.0
O=C(N/N=C/c1ccco1)c1ccc(NC(=O)c2ccccc2Cl)cc1,-2.4,11.1,-1.3,2.9,-5.8,x,x,7.4
CC1CCCC(NS(=O)(=O)c2cccc3nsnc23)C1C (configuration not stated),-21.8,-8.6,-9.4,-3.1,-0.4,21.5,-2.7,-2.5
Cc1ccc(NC(=O)c2cc(-c3cc(C)c(C)cc3O)n[nH]2)cc1C,-11.0,-35.5,6.8,-25.9,-1.0,10.8,6.9,1.1
C[C@@H]1CCCCO[C@H](CN(C)CC2CC2)[C@H](C)CN([C@H](C)CO)C(=O)c2cc(NC(=O)c3ccncc3)ccc2O1,-11.0,5.7,x,-4.6,-8.0,-1.9[16.7 µM],-3.6,-2.3
CC(C)c1[nH]nc2c1C(C(C)C)C(C#N)=C(N)O2 (configuration not stated),17.5,14.1,-5.2,x,x,-1.0,0.2,x
COCCCNC(=O)/C=C/c1c(Cl)cccc1Cl,x,1.8,10.8,x,3.7,1.2,0.9,x
COc1ccc(S(=O)(=O)N/N=C/c2ccc(OCCN3CCOCC3)c(OC)c2)cc1,x,-24.1,-3.3,-10.2,-17.6,x,x,0.3

# Another view of part of the listing above.
# Values run as follows: PGC1a acetyl inh	PAX8 reporter	FN deposit inh	EWS-Fli block	LGR2 inh	miR-122 sensor	Cneo AK release	Casp6 inh
COc1cccc(NC(=O)N2[C@@H]3CNC[C@H]2C3c2ccc(-c3cccc(OC)c3)cc2)c1 (some centres not stated)
    -5.7	x	18.9&-2.2	x	-24.7&-10.4	x	x	1.9&-0.9
OC1c2cc(Br)ccc2N=C2CCCCCN21 (configuration not stated)
    x	70.1*	x	-27.1	-33.9	0.2	-2.3	-1.5

# (more compounds)
SMILES,PGC1a acetyl inh,PAX8 reporter,FN deposit inh,EWS-Fli block,LGR2 inh,miR-122 sensor,Cneo AK release,Casp6 inh
Cc1ccc(S(=O)(=O)N[C@H]2CC[C@@H](CCn3cc(C4CC4)nn3)O[C@@H]2CO)cc1,10.4,13.1,-14.9,8.6,-2.8,x,-2.9,-0.4
O=C(CSc1nnc(-c2cccnc2)o1)Nc1cccc(Cl)c1,x,-69.9,-3.9,-82.7,-15.2,x,2.5,-1.1
Cc1csc(N(C(=O)c2cccc(S(=O)(=O)N(C)C)c2)c2ccccc2)n1,-18.3,x,x,x,-10.7,0.7,-2.7,1.8
Cc1ccc(S(=O)(=O)N2CCCCC2)cc1NC(=O)CN1C(=O)c2ccccc2S1(=O)=O,7.7,-10.7,-6.4,-3.9,11.5,12.1,-0.1,0.8
COc1ccc(C(=O)Nc2ccc3c(c2)C(=O)N(C)C[C@@H](OC)[C@@H](C)CN[C@@H](C)CO3)cc1,-14.0,4.1,2.1,1.5,-20.9,-8.5[16.7 µM],4.0,2.1
CCOC(=O)Cc1nnc(-c2ccccc2)o1,1.2,11.9,x,-1.3,2.5,-3.4,-1.2,-0.3
